PGC1a acetyl inh: lowers PGC1a acetylation signal in U2OS cells. AlphaScreen anti-acetyl-lysine; with virally co-expressed GCN5 acetyltransferase. inhibition, % at 15.6 µM. hit rate 0.17% among 350,000. AID 651687;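 active means every replicate shows inhibition of at least 40%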;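 further: 0% = neutral control wells and 100% = positive control wells; some results beyond the cut were filed as inactive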
RAD54 inh: RAD54 (human) branch migration inhibition | AID 602329 | Q92698 | RAD54 Holliday junction branch migration, FAM/BHQ fluorescence | inhibition, % at 10.4 µM | hit rate 0.14% among 360,000;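 active means mean normalized replicate activity at least 40 and at least half of replicates scoring 40 or more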;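 further: 0% = median of neutral control wells and 100% = median of positive control wells; inhibitors cause a drop in the FAM fluorescence signal; in these data hits start at about 50%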
Cneo AK release: causes C. neoformans cell lysis | adenylate kinase release luminescence, 4 h; normalised: neutral wells 0, clomiphene wells 100 | lysis activity, % at 15 µM | hit rate 0.2% among 360,000;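 active means mean lysis activity across replicates of at least 80%, whatever share of replicates individually reach that level; inactive means mean lysis activity below 80%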
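Material – log-phase Cryptococcus neoformans yeast cells · Input – 5 × 10^6 yeast cells/mL · Medium – fresh YPD growth medium · Doses – single compound concentration per well · Timing – static 4 h at 37 °C with compound, 1 h detection · Detection – adenylate kinase release luminescence · Read-out – signal increase indicating cell lysis · Control set – Clomiphene as positive lysis control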
miR122 inh: inhibitors of miR-122 in Huh7 cells; hit rate 0.3% among 340,000; AID 602342; activation (reporter increase), % at 12.5 µM; Huh7 miR-122 Renilla luciferase sensor, 48 h; neutral wells = 0, positive control = 100;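 active means mean replicate activation score at least 90 and every replicate individually at or above 90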;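 further: higher luciferase means less miR-122 activity so hits act as miR-122 inhibitors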
ERAP1 inh: inhibitors of human ERAP1 aminopeptidase; AID 652197; hit rate 0.15% among 340,000; recombinant ERAP1, Leu-AMC fluorescence, 60 min; inhibition, % at 10.7 µM; Q9NZ08;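 active means mean replicate inhibition of at least 30%, or all replicates individually reaching that 30% level; inactive means mean below 30% and not every replicate reaching it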;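 further: 0% = neutral control wells and 100% = L-leucinethiol positive control wells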
PglD inh: PglD (C. jejuni) enzyme inhibition; inhibition, % at 12.5 µM; hit rate 0.098% among 360,000; purified PglD enzyme, DTNB colorimetric CoA detection; AID 602405; in the data active means inhibition above about 16%, passing the limit was not always enough; further: strong numbers were not always called active
E-sel inducer: induces E-selectin expression in human endothelial cells | AID 686992 | activation, % at 7.58 µM | hit rate 0.37% among 260,000 | HUVEC E-selectin immunofluorescence imaging; normalized: neutral wells 0, TNF-alpha wells 100;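 active means mean E-selectin-positive cell signal at least 10% of the positive control, reached in at least 60% of replicates, without over 20% cell loss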;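 further: in these data hits start at about 27%; measured in HUVEC primary endothelial cells; signal is the percent of cells scored E-selectin positive by PE staining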
Target sequence (P16581 whole entry, looked up): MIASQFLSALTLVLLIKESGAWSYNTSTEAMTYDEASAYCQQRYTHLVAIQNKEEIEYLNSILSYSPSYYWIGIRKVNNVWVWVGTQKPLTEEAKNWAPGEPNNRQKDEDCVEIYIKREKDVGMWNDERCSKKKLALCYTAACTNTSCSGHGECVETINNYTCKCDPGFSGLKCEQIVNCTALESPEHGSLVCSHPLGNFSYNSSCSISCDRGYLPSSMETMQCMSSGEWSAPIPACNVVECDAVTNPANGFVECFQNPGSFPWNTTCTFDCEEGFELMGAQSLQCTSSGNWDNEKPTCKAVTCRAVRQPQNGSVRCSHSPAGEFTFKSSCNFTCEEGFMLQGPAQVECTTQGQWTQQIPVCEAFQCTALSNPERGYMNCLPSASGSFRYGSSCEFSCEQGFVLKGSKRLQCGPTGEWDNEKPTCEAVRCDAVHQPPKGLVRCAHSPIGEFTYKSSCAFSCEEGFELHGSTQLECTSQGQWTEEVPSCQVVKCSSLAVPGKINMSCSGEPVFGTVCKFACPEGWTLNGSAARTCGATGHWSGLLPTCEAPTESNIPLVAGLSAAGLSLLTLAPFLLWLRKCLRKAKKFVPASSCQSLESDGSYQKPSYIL
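System: HUVEC, human umbilical vein endothelial cells; quantity: 3,000 cells/well; buffer or medium: EGM-2 medium, gelatin-coated wells; dosing: single-point compound dose; detection: immunofluorescence imaging; evaluation: % PE-positive cells; benchmarks: TNF-alpha, DMSO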
RAD52 inh: RAD52 (human) annealing inhibition. inhibition, % at 18.7 µM. recombinant RAD52 DNA annealing, FRET fluorescence. hit rate 0.46% among 360,000. P43351;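 active means every replicate showing at least 50% inhibition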
Target sequence (P43351 whole entry, looked up): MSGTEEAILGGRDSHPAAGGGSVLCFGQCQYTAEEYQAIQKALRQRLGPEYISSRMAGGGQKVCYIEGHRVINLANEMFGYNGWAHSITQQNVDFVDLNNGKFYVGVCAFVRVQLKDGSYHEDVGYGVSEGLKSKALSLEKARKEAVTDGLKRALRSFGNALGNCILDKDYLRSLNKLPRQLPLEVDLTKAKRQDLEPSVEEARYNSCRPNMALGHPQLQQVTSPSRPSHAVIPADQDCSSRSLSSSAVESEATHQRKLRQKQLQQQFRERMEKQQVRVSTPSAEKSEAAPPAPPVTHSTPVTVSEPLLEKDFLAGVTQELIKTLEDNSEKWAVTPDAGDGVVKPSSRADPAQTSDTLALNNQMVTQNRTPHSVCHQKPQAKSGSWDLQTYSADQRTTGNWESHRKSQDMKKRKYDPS
An asterisk follows results filed as active; x = not tested or not shown; & = joins results of further samples; [ ] = remark or other dose.

SMILES	PGC1a acetyl inh	RAD54 inh	Cneo AK release	miR122 inh	ERAP1 inh	PglD inh	E-sel inducer	RAD52 inh
C[C@H]1CN([C@@H](C)CO)C(=O)c2cccc(NS(=O)(=O)c3ccccc3)c2O[C@H]1CN(C)C	3	1	-3	-4[16.7 µM]	1	-3	-14	-3
O=C(CN1C(=O)/C(=C/c2ccccc2)SC1=S)Nc1ncc(Cc2ccccc2)s1	x	-6	6	2	x	-8	x	x
Cn1c(=O)cc(SCC(=O)NCc2ccco2)c2ccccc21	x	1	0	-6	x	-5	x	x
Cc1ccc(/C=C/S(=O)(=O)Nc2ccc(C)cc2)cc1	2	x	x	-5	-2	x	x	-5
O=C(CC(F)(F)F)N1C[C@H]2[C@@H](c3ccccc31)[C@H](CO)N2C(=O)C1CCOCC1	6	-6	1	10[16.7 µM]	6	-4	-0.1	-8
COC(=O)[C@]1(C)N[C@H](CN(C)C(=O)NC(C)C)[C@@H]2C(=O)N(C)C(=O)[C@@H]21	2	-17	2	1	-4	2	x	-6
O=C(Nc1ccc2c(c1)[C@@H]1C[C@@H](CC(=O)N3CCCCC3)O[C@H](CO)[C@@H]1O2)c1ccc2c(c1)OCO2	-21	7	8	-1[16.7 µM]	3	0	-0.1	-9
C[C@H]1CN([C@@H](C)CO)C(=O)c2cc(NC(=O)Nc3ccc(F)cc3)ccc2O[C@@H]1CN(C)C	2	5	-5	-1[16.7 µM]	0	-1	0.9	9
CCN(c1ccccc1)S(=O)(=O)c1ccc(OC)c(NC(=O)Cc2ccc(OC)c(OC)c2)c1	x	-1	-1	-6	-2	-6	-0.4	0
Cc1cccc(-c2nc(C#N)c(NCC3CCCO3)o2)c1 (configuration not stated)	-2	8	3	x	1	2	x	-10
CCCCNC(=O)c1c(CSc2ccc(Cl)cc2)noc1C(=O)NCCC	-12	15	0	-7	-1	4	0.0	-16
Cc1noc(C)c1NC(=O)Nc1cccc2c1O[C@H](CN(C)Cc1ccc(Cl)c(Cl)c1)[C@@H](C)CN([C@H](C)CO)C2=O	3	2	-4	42[16.7 µM]	7	-1	-3.8	2
C[C@H](CO)N1C[C@H](C)[C@@H](CN(C)Cc2ccccc2)Oc2ccc(NC(=O)Cn3cnnn3)cc2CC1=O	x	-6	-6	1[16.7 µM]	-3	0	0.5	16
CCc1ccc(C(C)(O)C(CN2CCOCC2)c2ccccc2)cc1 (configuration not stated)	1	1	2	-5	-1	0	0.0	5
COc1ccc(S(=O)(=O)N[C@H]2CC[C@H](CC(=O)O)O[C@H]2CO)cc1	8	-1	2	x	0	0	-0.1	2
C[C@@H](C(=O)O)[C@@H]1C[C@@]1(C)[C@@H](NC(=O)OCc1ccccc1)c1ccccc1	x	-7	-1	2	6	-2	0.0	-18
CC(Cc1ccccc1)C(=O)N[C@@H](CO)Cc1ccccc1 (some centres not stated)	8	8	1	-3	-1	-3	-0.7	3
CCN(CC)C(=O)CSc1nnc(CNc2ccc(F)cc2)n1Cc1ccco1	50	-10	0	0	x	-2	x	x
N#Cc1c(N)c2ccccn2c1C(=O)c1ccc(Br)cc1	3	12	9	10	2	1	0.2	-18
N#Cc1ccccc1CSc1nc(N2CCCCC2)nc(N2CCCCC2)n1	-12	4	1	6	x	0	x	x
O=C1c2cccc3c(Cl)ccc(c23)C(=O)N1O	-9	18	1	-7	x	2	x	x
CCCn1c(C)cc(C(=O)CN2C(=O)c3ccccc3S2(=O)=O)c1C	0	10	-11	6	-3	0	-0.1	-23
Cn1ncc(Cl)c1C(=O)N1CCC(Cc2ccccc2)CC1	10	17	1	3	-3	0	-4.2	-5
O=C(COc1cc(O)c2c(=O)cc(-c3ccccc3)oc2c1)c1ccc(F)cc1	13	x	x	-2	1	x	x	-11
COC(=O)N1C(=O)[C@@](Cc2ccccc2)(c2ccccc2)N1C(=O)OC	2	10	-2	-3	0	2	-0.4	-8
Cc1ccc(/C=C/C(=O)c2ccccc2O)cc1	3	-2	-2	x	0	-2	-0.3	-19
COC(=O)[C@H]1C[C@H](O)CN1S(=O)(=O)c1ccc(Br)cc1F	9	-11	-1	8	0	11	2.6	1
COc1ccccc1CNS(=O)(=O)c1c(C)noc1C	4	-4	-3	-2	x	-1	x	x
C[C@H](CO)N1C[C@H](C)[C@H](CN(C)S(=O)(=O)c2ccc(Cl)cc2)OCCCC[C@H](C)Oc2ccc(NS(=O)(=O)c3ccc(F)cc3)cc2C1=O	-4	2	0	-13[16.7 µM]	3	3	x	14
C/C=C/c1ccc2c(c1)O[C@@H](CN(C)C(=O)Nc1cccc(F)c1)[C@@H](C)CN([C@H](C)CO)S2(=O)=O	-27	-7	41	40[16.7 µM]	-2	-3	0.1	27

Limited to ERAP1 inh and RAD54 inh, for some of the entries so far:
compound | ERAP1 inh | RAD54 inh
Cc1cccc(-c2nc(C#N)c(NCC3CCCO3)o2)c1 (configuration not stated) | 1 | 8
COC(=O)N1C(=O)[C@@](Cc2ccccc2)(c2ccccc2)N1C(=O)OC | 0 | 10
O=C(CN1C(=O)/C(=C/c2ccccc2)SC1=S)Nc1ncc(Cc2ccccc2)s1 | x | -6

(listing goes on)
SMILES	PGC1a acetyl inh	RAD54 inh	Cneo AK release	miR122 inh	ERAP1 inh	PglD inh	E-sel inducer	RAD52 inh
COc1ccc(Nc2nnc(SCc3cc(=O)n4ccsc4n3)s2)cc1	6	-4	-3	2	x	5	x	x
O=C(Nc1cccc(OC(=O)c2cccnc2)c1)c1cccnc1	0	-21	1	-1	x	1	x	x
COC(=O)c1c(NC(=O)Nc2ccc(Cl)cc2)sc(C)c1C	-8	-6	4	-2	x	-4	x	x
CCCN(C)C[C@H]1Oc2cc(C#Cc3cccnc3)ccc2S(=O)(=O)N([C@H](C)CO)C[C@H]1C	-4	-2	1	-5[16.7 µM]	-2	-4	-0.1	-21
CC(Oc1cccc(Br)c1)C(=O)Nc1cccc(S(=O)(=O)N2CCOCC2)c1 (configuration not stated)	-14	9	-1	33	-2	6	x	-7
O=C(Nc1c2c(nn1-c1ccc(Cl)cc1)CS(=O)(=O)C2)c1ccccc1	x	1	-1	x	0	-6	x	1
CCCCCCSc1cc(-c2nc3ccc(Cl)cn3c2NCCCC)ccc1OC	8	1	2	1	0&2	0	0.2&-0.1	9&-2
O=Nc1c(O)n(Cc2ccc(Cl)c(Cl)c2)c2ccccc12	-25	13	-4	-15	x	-5	x	x
COc1cc(CN2CCN(S(=O)(=O)c3ccccc3)CC2)cc(OC)c1OC	0	0	7	0	3	0	0.1	-3
COCc1cn(CC[C@@H]2CC[C@@H](NC(=O)Nc3ccccc3)[C@H](CO)O2)nn1	-2	-4	-2	x	-7	-3	-0.1	-2
COc1cc(O)c2c(=O)c3c(O)ccc(O)c3oc2c1	5	4	3	4	8	-3	x	-10
N#Cc1ccc(N)cc1OCCCN1CCCCC1	11	1	3	-3	3	-3	-0.1	86*
CCCn1ccc2c(OCC(=O)Nc3ccc(NC(C)=O)cc3)cccc2c1=O	18	-4	-1	4	0	-1	-0.1	-5
CC(=O)NCC(=O)N[C@@H](CC(=O)OCc1ccccc1)C(=O)OCc1ccccc1	3	9	0	x	x	3	-0.1	-3
C[C@H](CO)N1C[C@H](C)[C@H](CN(C)Cc2cccnc2)OCc2ccccc2-c2c(n(C)c3ccccc23)C1=O	-1	4	1	x	2	-4	-3.6	-1
O=C1CN(S(=O)(=O)c2ccccc2)C[C@@H]2[C@H](c3ccc(C#CCc4ccccc4)cc3)[C@H](CO)N12	3	x	x	x	1	x	0.3	3
NC(=O)C1CCCN(C(=O)c2cccc(NC(=O)c3cccs3)c2)C1 (configuration not stated)	x	-9	-1	x	7	5	x	-3
O=C1OC[C@H]2CCCN2C(=O)[C@@H](CC(=O)N(CCO)Cc2ccccc2)C/C=C\CC[C@@H]1Cc1ccc(F)cc1	x	6	5	-1	1	0	0.3	-10
Cc1ccc(N(CC(=O)NC2CCCC2)C(=O)CCC(=O)Nc2ccccn2)cc1	x	3	7	x	-1	3	x	-8
COc1ccc(N(CC(=O)NCCSc2ccccn2)S(=O)(=O)c2ccccc2)cc1OC	-5	-3	2	-2	4	-6	0.3	-9
Clc1ccc(CN2CCN(c3ncnc4scc(-c5cccs5)c34)CC2)cc1	2	1	1	-3	x	-1	x	x
O=C(Nc1ccc(Cl)cc1)N1C[C@H]2[C@@H](c3ccccc31)[C@H](CO)N2CC1CCCC1	-28	-16	-7	10[16.7 µM]	0	-1	0.1	9
COc1ccc(OC)c2[nH]c(=O)c(CCNC(C)=O)cc12	10	7	0	1	-3	7	0.1	-6
COc1ccc(OCc2ccc(C(=O)NN)cc2)cc1	6	13	5	4	x	1	x	x
COc1ccc(NC(=O)Nc2ccc3c(c2)[C@@H]2C[C@H](CC(=O)NCc4ccc(-c5ccccc5)cc4)O[C@@H](CO)[C@@H]2O3)cc1	8	7	35	11[16.7 µM]	0	3	2.1	13
CCCC1C(C#N)=C(N)Oc2n[nH]c(C(C)(C)C)c21 (configuration not stated)	-7	-14	0	-3	x	-1	x	x
O=c1nc(-c2ccccc2)c2cc(SC(F)F)ccc2[nH]1	-4	-14	-3	-12	x	1	0.0	-16
CCOC(=O)C1(Cc2ccc(OC)cc2)CCN(C(=O)[C@@H]2CCCN2C(C)=O)CC1	0	2	1	-6	-5	5	2.7	-5
CC(C)C(=O)Nc1ccc2c(c1)Cc1cc(NC(=O)C(C)C)ccc1-2	x	-16	-1	4	-2	3	0.0	-8
Cc1cc(S(=O)(=O)NCCCN2CCOCC2)c(Cl)cc1Cl	x	6	-5	x	1	5	x	-13
C[C@@H]1CN([C@@H](C)CO)C(=O)c2cc(C#CCN(C)C)cnc2O[C@H]1CN(C)Cc1ccc2c(c1)OCO2	14&4&-4	-12&-4&-5	0&2&2	-1	-1&-4&-3	3&1&-4	-1.4&0.0	-1&0&0
C[C@H]1CN([C@@H](C)CO)C(=O)c2cc(Br)cnc2O[C@@H]1CN(C)Cc1cccc(C(=O)O)c1	9	-6	0	10[16.7 µM]	-4	-1	0.2	0
Cc1cc(NC(=O)Nc2ccccc2[N+](=O)[O-])n(C)n1	2	2	2	-10	-1	-2	0.4	-11
O=C(Nc1ccccc1)N1CCCCN2[C@H](CO)[C@@H](c3ccc(Br)cc3)[C@H]2C1	-10	-15	0	2[16.7 µM]	-3	6	0.2	1
CC(C)C#Cc1ccc([C@H]2[C@H]3CN(C(=O)C4CCCCC4)CC(=O)N3[C@H]2CO)cc1	-12	x	x	x	3	x	0.2	-5
CN(Cc1cnccn1)Cc1nc(Cc2ccccc2F)no1	x	-4	-1	5	0	-2	x	-17
CC(C)CNC(=O)c1cccc2c(-c3ccc(F)c(F)c3)coc12	-6	0	0	1	5	-4	-0.2	8
COc1ccccc1-c1cnc2c(c1)C(=O)N([C@H](C)CO)C[C@@H](C)[C@@H](CN(C)Cc1cccnc1)O2	-15	1	-6	29[16.7 µM]	1	-1	0.1	11
COc1ccc(CNC(=O)C2CCN(c3nnc(N4CCCC4=O)s3)CC2)cc1	-12	-3	-1	-8	0	-1	x	1
CCNC(=O)C1(C)CCCN1C(=O)c1ccc(-c2ccccc2)cc1 (configuration not stated)	9	-2	-1	-2	0	-2	-0.2	-10
